Screening data as filed in PubChem BioAssay.
OXTR agonist – activates the human oxytocin receptor | P30559 | CHO-OTR cells, Fluo-8 calcium fluorescence; normalized: DMSO 0%, oxytocin 100% | activation, % at 3 µM | 0.32% of 320,000 active;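 active = activation above the mean of all tested compounds plus 3 SD, cutoff set per screening run, cut at about 20% in these data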;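 also: peak over basal fluorescence ratio from a 100 s FLIPR kinetic read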
MEKK2 WT-MEK5 – raises or lowers MEK5 binding to wildtype human MEKK2 PB1 domain | 1.1% of 290,000 active | Q9Y2U5 | binding response (% of control), % at 10 µM | bead flow cytometry, Alexa488-MEK5 binding to MEKK2 WT; actives lie on both sides; in the data active = binding response below about 67% or above about 130%
OXTR potentiate – human OXTR potentiation. activation, % at 3 µM. CHO-OTR cells, Fluo-8 calcium fluorescence, potentiator mode; 0% = oxytocin EC15, 100% = EC100. P30559. AID 2445. 0.061% of 320,000 active;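 active = activation above that plate's cutoff, the mean activation of tested compounds plus 3 SD, cut at about 6.6% in these data, passing the limit was not always enough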;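 also: 100% uses oxytocin at 75 nM as the full agonist control; some results filed as inactive read as strong as hits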
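Assay system: CHO-OTR cells, human receptor / Also added: oxytocin at about EC15, sub-maximal agonist stimulus / Dosing: single dose, 3.0 µM nominal final compound concentration / Incubation: 6 min pre-incubation, 100 s read / Technique: Fluo-8 calcium dye fluorescence / Read-out: % activation vs EC15 and EC100 oxytocin / Benchmarks: EC15 oxytocin low, 75 nM oxytocin high / Replicates: singlicate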
NALP1 inh – NALP1 inhibition. S. cerevisiae NALP1/ASC/caspase-1 growth, X-gal OD620, 72 h. 0.61% of 280,000 active. inhibition, % at 10 µM; in the data active = inhibition mostly above about 24%, no sharp cut-off; inactive = mostly below about 32%; also: some compounds called inactive have numbers as strong as hits
GPR7 antagonist – antagonists of human GPR7 (neuropeptides B/W receptor 1) | inhibition, % at 4.4 µM | 1.1% of 290,000 active | P48145 | GPR7-expressing cells, fluorescence antagonist assay | AID 1861; in the data active = inhibition above about 16%, passing the limit was not always enough;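 also: cells stimulated with the agonist NPW; 0% = agonist with vehicle and 100% = vehicle without agonist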
Target sequence (P48145 whole entry, looked up): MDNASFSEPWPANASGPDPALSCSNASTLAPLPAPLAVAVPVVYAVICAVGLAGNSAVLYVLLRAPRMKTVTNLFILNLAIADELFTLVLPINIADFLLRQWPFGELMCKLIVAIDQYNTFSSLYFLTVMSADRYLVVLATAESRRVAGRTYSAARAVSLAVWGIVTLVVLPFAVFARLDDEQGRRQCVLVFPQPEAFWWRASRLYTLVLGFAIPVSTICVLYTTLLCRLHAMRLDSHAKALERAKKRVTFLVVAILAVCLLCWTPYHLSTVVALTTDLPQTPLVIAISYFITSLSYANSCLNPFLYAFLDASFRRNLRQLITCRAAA
V1R ag counter – activates human V1a receptor in oxytocin agonist counter-screen; P37288; CHO-V1R cells, Fluo-8 calcium fluorescence, agonist mode; 0% DMSO, 100% 3 nM vasopressin; activation, % at 3 µM; 0.25% of 320,000 active; AID 2797;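 active = activation above the mean activation of all tested compounds plus 3 SD, per screening run, cut at about 20% in these data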;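 also: signal is peak over basal fluorescence ratio across a 100 second FLIPR read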
Target sequence (P37288 whole entry, looked up): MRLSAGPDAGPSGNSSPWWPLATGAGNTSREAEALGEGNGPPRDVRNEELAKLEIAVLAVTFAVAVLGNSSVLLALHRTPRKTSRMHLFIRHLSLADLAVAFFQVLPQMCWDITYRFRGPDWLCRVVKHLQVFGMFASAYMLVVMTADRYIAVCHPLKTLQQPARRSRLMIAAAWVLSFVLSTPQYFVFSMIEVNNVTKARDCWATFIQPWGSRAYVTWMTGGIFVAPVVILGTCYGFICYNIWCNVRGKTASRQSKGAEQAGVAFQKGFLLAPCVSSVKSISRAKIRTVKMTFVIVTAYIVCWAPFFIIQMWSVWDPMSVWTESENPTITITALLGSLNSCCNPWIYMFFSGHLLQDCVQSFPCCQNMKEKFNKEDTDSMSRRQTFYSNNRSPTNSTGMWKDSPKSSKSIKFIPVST
PfM18AAP inh – PfM18AAP enzyme inhibition; recombinant PfM18AAP, H-Glu-NHMec fluorogenic cleavage; inhibition, % at 7.35 µM; 1.2% of 290,000 active; AID 1822;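 active = inhibition above the campaign mean inhibition over all tested compounds plus 3 SD, cut at about 28% in these data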;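 also: 0% = plate median of test compound wells and 100% = 2 mM ZnCl2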
GalR3 antagonist – blocks the human galanin receptor 3; O60755; HEK293 GalR3-CNG cAMP membrane potential fluorescence; galR3 body fused to GalR1 C-terminus; inhibition, % at 3 µM; 0.44% of 360,000 active; AID 651719;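 active = inhibition above the screen-wide average plus 3 SD, cut at about 13% in these data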;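 also: forskolin and galanin both at EC90 stimulate the cells; cAMP rise reported by CNG channel membrane potential dye signal; 0% = forskolin plus galanin with DMSO and 100% = forskolin alone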
Target sequence (O60755 1-299 limits assumed): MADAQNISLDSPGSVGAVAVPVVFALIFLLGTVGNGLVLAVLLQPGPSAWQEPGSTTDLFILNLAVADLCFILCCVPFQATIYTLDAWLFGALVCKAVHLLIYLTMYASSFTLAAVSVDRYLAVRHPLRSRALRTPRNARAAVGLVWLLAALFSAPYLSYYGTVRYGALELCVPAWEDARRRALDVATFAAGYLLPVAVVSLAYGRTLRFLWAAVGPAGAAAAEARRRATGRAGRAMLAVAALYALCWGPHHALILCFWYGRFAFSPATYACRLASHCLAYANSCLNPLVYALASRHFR
MEKK2 mut-MEK5 – signal of MEK5 binding to mutant human MEKK2 PB1 domain. bead flow cytometry, Alexa488-MEK5 binding to MEKK2 mutant. percent response, % at 10 µM. 0.35% of 290,000 active. AID 1530; in the data active = percent response above about 24%, passing the limit was not always enough; also: inactives centre near 1; some results filed as inactive read as strong as hits; reference of the scale not given here
* hit, by the source's call; nt = not tested or not shown; [ ] = dose if it differs, or a comment.

Molecule	OXTR agonist	PfM18AAP inh	GalR3 antagonist	MEKK2 mut-MEK5	GPR7 antagonist	MEKK2 WT-MEK5	OXTR potentiate	V1R ag counter	NALP1 inh
COc1ccc(C)cc1N(CC(=O)N1CCCC1)S(C)(=O)=O	0.7	-2	-2	12	-12	111	-1	0.3	3
COc1ccc(-n2c(C)c(C(C)=O)c3cc(O)ccc32)cc1	nt	0	1	nt	5	nt	nt	nt	25
CCCc1cc(=O)oc2cc(OCC(=O)NCCc3c[nH]c4ccccc34)ccc12	5.2	1	0	1	2	101	-6	3.4	0
CCOC(=O)N1CCC(N(CCN(C)C)C(=S)Nc2cccc(Cl)c2)CC1	0.1	-1	-7	4	-6	106	0	1.1	-2
COc1ccc(N2C(=O)CSC23C(=O)Nc2ccccc23)cc1OC (stereo unspecified)	0.4	10	0	8	-3	107	-4	0.6	25
COC(=O)c1sc2nc(SCc3cccc(Cl)c3)n(N)c(=O)c2c1C	0.0	-4	-4	-4	-6	90	-9	0.3	26
CC1CCN(C(=S)NC(=O)c2ccc(C(C)(C)C)cc2)CC1	nt	-1	0	5	-2	107	nt	nt	7
CCOC(=O)CSCC(=O)N1CCC(Cc2ccccc2)CC1	1.0	5	-9	-3	-6	100	-3	0.8	9
OC(COC(c1ccccc1)c1ccccc1)CN1CCN(c2ccccn2)CC1 (stereo unspecified)	1.5	-4	-3	-1	-2	101	0	3.2	3
Cc1noc(C)c1CSCC(=O)Oc1ccc(N(C)S(=O)(=O)c2ccc(Cl)cc2)cc1	4.4	nt	-5	nt	nt	nt	-8	4.2	nt
COC(=O)n1c(=O)oc2cc(S(=O)(=O)N3CCCCC3)ccc21	1.7	-2	-7	-1	-8	97	-7	0.6	-11
Cc1cc(C)c2oc(C(=O)Nc3ccc(S(=O)(=O)Nc4nccc(C)n4)cc3)cc(=O)c2c1	0.4	-4	3	-4	-19	99	-3	0.4	24
COC(=O)c1cc(S(=O)(=O)N2CCN(c3cccc(C)c3C)CC2)c[nH]1	3.9	-3	nt	-1	-13	98	-9	7.3	-6
CCc1noc(C)c1C(=O)N1CCCC(N2CCN(c3cccc(Cl)c3)CC2)C1 (stereo unspecified)	1.9	-7	-2	4	-8	107	-4	4.4	2
O=C(COc1ccc(S(=O)(=O)N2CCOCC2)cc1)Nc1ccccc1F	1.8	nt	-4	nt	nt	nt	0	1.0	nt
COc1ccc2[nH]cc(CCNC(=O)C3CCCO3)c2c1 (stereo unspecified)	-0.1	-8	-3	-2	2	105	-11	1.3	15
O=C(Nc1ccccc1Cl)c1cc[n+](Cc2ccc([N+](=O)[O-])cc2)cc1	1.4	-1	-1	0	-7	99	-8	1.0	7
COc1cccc2c(=O)cc(C)n(CC(=O)Nc3ccc(C)c(C)c3)c12	18	2	-7	-2	15	99	-9	11	5
C=C(C)COc1ccc(-c2n[nH]c(C)c2Oc2ccccc2OC)c(O)c1	-1.7	-5	-6	16	6	109	-31	0.1	18
CC(=O)c1ccccc1NC(=O)CCN1C(=O)C2CCCCC2C1=O (stereo unspecified)	0.4	nt	-4	nt	nt	nt	2	1.4	nt

Continuation:
Molecule	OXTR agonist	PfM18AAP inh	GalR3 antagonist	MEKK2 mut-MEK5	GPR7 antagonist	MEKK2 WT-MEK5	OXTR potentiate	V1R ag counter	NALP1 inh
CNC(=S)N/N=C/c1cc(Br)c(OCc2ccncc2)c(OC)c1	-0.5	4	-9	3	-10	105	-2	0.4	21
CCn1c(C(=O)O)c(CC(=O)N(C)c2ccc(OC)cc2OC)c2ccccc21	-1.3	6	-11	5	-7	104	-13	0.1	0
CC(C)(C)NC(=O)NC(=O)COC(=O)C1=COCCO1	0.8	0	-1	6	-1	114	-11	0.5	-5
COc1ccccc1NC(=O)COc1cc(C)nc(C(C)C)n1	0.8	1	2	1	-7	97	-3	-0.3	13
CCN(CC)CCOC(=O)c1cccc(Br)c1	0.6	-5	-4	-3	-11	96	-11	0.3	21
Cc1cccn2c(CNCCCOc3cccnc3)c(C(=O)N3CCOCC3)nc12	1.0	-2	-9	1	-10	103	0	0.3	15
Clc1ccc(-c2nc(N3CCOCC3)nc3ccccc23)cc1	-2.2	19	-3	1	-13	98	-13	-0.3	-2
O=[N+]([O-])c1ccc(S(=O)(=O)CC(CN2CCOCC2)N2CCOCC2)cc1 (stereo unspecified)	0.1	-7	-6	-4	1	98	-9	-0.2	4
Cc1cc(C)c(C)c(S(=O)(=O)Nc2ccccc2C(=O)NN2CCOCC2)c1C	-0.8	nt	-5	nt	nt	nt	3	-0.3	nt
CC(NC(=O)c1ccccc1)C(=O)N/N=C/c1cccc([N+](=O)[O-])c1 (stereo unspecified)	-1.8	-12	-6	-1	-3	99	-8	0.1	5
CCCCCCCCCCSc1n[nH]c(N)n1	0.5	0	1	-4	-7	94	-6	0.8	22
Cc1csc(NC(=O)c2ccccc2C(=O)O)n1	0.8	-4	-2	-5	-7	98	3	0.0	8
Cn1nc(C(=O)OCC(=O)Nc2cc(Cl)ccc2C#N)c2ccccc2c1=O	4.4	nt	-1	nt	nt	nt	0	3.9	nt
CCCCc1ccc(/C=C2/C(=O)ON=C2c2ccccc2)s1	-0.1	2	0	2	-3	104	-1	-0.2	4
Cc1c(-c2csc(N)n2)c2ccccc2n1C	0.6	8	-2	1	3	100	2	0.1	12
Clc1ccc(-c2noc(/C=C/c3ccccc3)n2)cc1	-0.8	6	2	5	-9	98	-6	1.6	-13
O=S1(=O)N=C(N(CCO)/N=C/C=C/c2ccccc2)c2ccccc21	0.2	-7	6	-1	-10	102	-5	2.5	20
C=CCN1C(=O)C2C3C=CC(C2C1=O)C1C2C(=O)N(CC=C)C(=O)C2C31 (stereo unspecified)	0.2	1	-9	3	-8	110	-4	8.6	9
CCN(C(=O)c1cnc(OC)cc1C(F)(F)F)c1ccc(Cl)cc1Cl	-4.4	4	-6	2	-7	95	-13	-1.2	0
COCCn1c(=NC(=O)c2ccco2)sc2cc(C(=O)OC)ccc21	0.3	-4	-4	12	-2	107	1	0.3	22

Later entries
Molecule	OXTR agonist	PfM18AAP inh	GalR3 antagonist	MEKK2 mut-MEK5	GPR7 antagonist	MEKK2 WT-MEK5	OXTR potentiate	V1R ag counter	NALP1 inh
COc1ccccc1N(/N=C1\Sc2ccccc2C1=O)C(C)=O	-1.0	1	-1	-2	-12	97	-6	0.8	nt
COc1cccc(-n2c(SCC(=O)Nc3ccc4c(c3)CCC4)nc3ccccc3c2=O)c1	1.2	-4	-2	17	-3	98	1	1.7	23
CCCCC(=O)N1C/C=C\C(c2ccc(OC)cc2)N(Cc2ccc(F)cc2)C(=O)[C@H]1Cc1ccccc1 (stereo partly specified)	0.1	nt	nt	1	nt	128	-7	1.3	-5
O=C(NCc1ccccc1)NC1CCCCC1	0.0	2	-1	8	-7	105	-7	-0.3	7
CCOc1cc(N2CCOCC2)c(OCC)cc1NC(=O)C1CC(=O)N(c2ccccc2OCC)C1 (stereo unspecified)	0.6	nt	-5	nt	nt	nt	-6	0.4	nt
O=C(O)CC1(CC(=O)Nc2ccc3ccccc3c2)CCCCC1	-0.1	8	-4	-9	9	-1.0*[inhibitor]	0	0.7	22
c1ccc(C(Cc2nc(-c3ccncc3)no2)c2ccccc2)cc1	2.5	-5	10	nt	50*	nt	-8	0.9	-11
COC(=O)c1cccc(NC(=O)CCc2c(C)noc2C)c1	-0.5	nt	-8	nt	nt	nt	0	0.3	nt
CC(C)(CNC(=O)c1cccs1)N1CCOCC1	0.4	nt	-2	nt	nt	nt	6	1.0	nt
COc1ccc(CCC(=O)OCC(=O)Nc2ccc3[nH]c(=O)[nH]c3c2)cc1	0.2	nt	-2	nt	nt	nt	0	0.2	nt
Cc1cc(N2CCCC2)nc(N2C3CCC2CC(O)(c2ccc(F)cc2)C3)n1 (stereo unspecified)	-0.8	-6	nt	9	-1	113	-2	0.7	14
CC(=O)c1ccc(NS(=O)(=O)c2cc(-c3cnc(C4CC4)o3)ccc2C)cc1	1.6	-4	-4	7	-18	111	-9	3.8	-10
O=C(C1CCCN(S(=O)(=O)c2cc(Cl)ccc2Cl)C1)N1CCCCCC1 (stereo unspecified)	-0.4	5	-2	5	10	104	-12	2.4	7
O=C(OCC(=O)N(CCc1ccccc1)Cc1ccccc1)c1ccccc1[N+](=O)[O-]	0.5	nt	-5	nt	nt	nt	-13	0.9	nt
O=C(Nc1ccc(OC(F)F)cc1)c1ncc(Cl)c(Cl)c1Cl	-2.4	-13	-4	-2	-4	101	-6	-1.3	1
COC(=O)CCN(C(C)=O)c1ccc(N)cc1	0.8	4	-3	-6	-11	97	-10	0.2	8
CCOc1cccc(C(=O)Nc2cc(C)ccc2NC(=O)c2ccco2)c1	nt	6	-3	4	-3	100	nt	nt	33
CN1CCC(N(C)S(=O)(=O)c2ccc(NC(=O)c3ccc(S(=O)(=O)N(C)C)cc3)cc2)CC1	2.2	nt	4	nt	nt	nt	5	1.8	nt
COC(=O)c1ccc(COC(=O)CNC(=O)c2cccs2)cc1	0.2	-2	-2	4	-13	100	-2	2.2	8
O=C(Cn1c(=O)n(Cc2ccco2)c(=O)c2ccccc21)Nc1cccc(Cl)c1	0.4	3	-2	5	-6	120	-3	2.5	26

Next section:
Molecule	OXTR agonist	PfM18AAP inh	GalR3 antagonist	MEKK2 mut-MEK5	GPR7 antagonist	MEKK2 WT-MEK5	OXTR potentiate	V1R ag counter	NALP1 inh
Cc1cccc(CN2CCN(C(=O)CCl)CC2)c1	-0.4	0	-1	2	-8	89	-10	-0.2	45
Cc1ccc(N(C(=O)c2snc(C(N)=O)c2N)C(C(=O)NCC2CCCO2)c2ccc3ncccc3c2)cc1 (stereo unspecified)	nt	5	-2	5	-12	104	nt	nt	20
CCOc1cc(S(=O)(=O)NCc2ccc(OC)cc2)c(OCC)cc1-n1cnnn1	0.0	2	-7	-4	-10	97	-5	-0.5	10
O=c1/c(=C/c2ccccn2)sc2n1CN(c1ccccc1)CN=2	-1.2	3	-6	7	-10	103	-3	-0.3	30
COc1cccc(/C(O)=C2/C(=O)C(=O)N(Cc3cccnc3)C2c2ccco2)c1 (stereo unspecified)	0.5	11	-2	-9	-3	85	-1	-0.7	-6
CCOC(=O)C1CCCCN1Cc1ccc(OC)c(OC)c1OC (stereo unspecified)	-0.3	-4	-4	-3	6	97	1	-1.3	-17
CCN(c1ccc(OC)cc1)S(=O)(=O)c1ccc2c(c1)NC(=O)CS2	-0.8	-11	-10	-2	1	97	-9	0.8	22
CC(C)(C)c1ccc(OCC(=O)NNC(=O)CCc2ccccc2)cc1	0.3	1	3	nt	7	nt	-10	1.6	0
CC(NC(=O)Nc1nccs1)(C(F)(F)F)C(F)(F)F	-0.8	-10	-2	5	-8	108	-5	4.9	10
CCc1nnc(SCC(=O)N2CCc3ccccc32)n1CC	0.1	-2	2	1	5	100	-1	2.8	6
COc1cccc(CNC(=O)C2CCN(S(=O)(=O)N3CC(C)CC(C)C3)CC2)c1 (stereo unspecified)	0.7	-5	-1	5	-1	102	-2	0.5	-12
CC1=NN2C(=N)/C(=C\c3cc(C)n(-c4ccccc4)c3C)C(=O)N=C2S1	0.0	-3	-4	nt	-8	nt	-11	0.5	4

Compounds were not picked by outcome, and some 4.1% of all compounds hit somewhere here.
